Source: PubChem
UDG counter: Primary qHTS assay for inhibitors of Activation Induced Cytidine Deaminase (AID): UDG Counterscreen signal. FRET deamination/UDG coupled assay, UDG read, 4 h. hit rate 0.14% among 91,000. Potency, µM (titrated, usually from 115 µM), for inactives: at the top dose activity change, negative = inhibition, usual class: inhibitors. AID 1347430, 2020; also: nearly all actives have a fitted effect of over 65% in size
AID inhibitor: Primary qHTS assay for inhibitors of Activation Induced Cytidine Deaminase (AID): AID signal. AID deamination FRET fluorescence, UDG-coupled, 4 h. AID 1347428, 2020. hit rate 0.32% among 91,000. Potency, µM (highest dose often 115 µM), for inactives: at the highest dose activity change, negative = inhibition, most hits filed as inhibitors; also: nearly all actives have a fitted effect of over 25% in size
Target sequence (Q9GZX7 whole entry, looked up): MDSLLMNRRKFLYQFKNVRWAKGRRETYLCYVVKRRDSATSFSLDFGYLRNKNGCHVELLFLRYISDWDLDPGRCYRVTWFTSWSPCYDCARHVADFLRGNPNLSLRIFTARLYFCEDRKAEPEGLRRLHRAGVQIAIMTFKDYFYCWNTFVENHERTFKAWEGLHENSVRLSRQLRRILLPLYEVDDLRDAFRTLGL
* = called active by the depositor; ? = inconclusive; [ ] = dose if it differs, or a comment. Calls follow the shape of the dose curve; as a rule, active = well fitted curve in the direction sought with a large enough effect; inconclusive = small, poorly fitted or top-dose-only effect, or another doubt; inactive = no such curve, though single readings can be large; an effect the other way counts as inactive or inconclusive. % is scaled to controls: 0 for no effect and ±100 for the full control effect; potency is read from the fitted curve at half-maximal effect. Only part of the results is shown; rates above refer to the full screens.

SMILES | UDG counter | AID inhibitor
CCc1ccc(C(=O)COC(=O)Cc2cccc3ccccc23)cc1 | -1% | 17%
Nc1ccccc1C(=O)NCCc1ccccc1 | -1% | -3%
CC(C)CC(NC(=O)c1ccn(C)c(=O)c1)c1ccccc1 (centres undefined) | -1% | -5%
O=C(N/N=C(/c1ccccc1)c1ccncc1)C1CC1 | -1% | 4%
O=C(/C(Cl)=C/N1CCN(C(c2ccccc2)c2ccccc2)CC1)C(F)(F)F | -7% | -4%
COc1ccc(C(=O)Nc2ccc(Br)cc2C)cc1Cl | 1% | -4%
COc1ccc(Cl)cc1-c1nc(SCC(=O)NC(=O)NC(C)(C)C)n[nH]1 | 11% | -3%
Cc1ccc(Nc2nnc(-c3ccc(C)c(S(N)(=O)=O)c3)c3ccccc23)cc1 | -15% | -2%
CC1=C(C(=O)Nc2cccnc2)C(c2ccc(F)cc2)n2nc(-c3cccc(C)c3)nc2N1 (centres undefined) | 9% | -2%
O=C(O)CCNS(=O)(=O)c1ccccc1Cl | 3% | 3%
COc1ccc(NC(=O)CSc2nc(-c3ccc(OC)cc3)[nH]c2-c2ccc(OC)cc2)cc1 | 5% | 10%
COc1ccc(CCNC(=O)Cn2c(C)c3cnn(-c4ccccc4)c(=O)c3c2C)cc1OC | 12% | 26%
COc1ccc(CCNC(=O)c2cc(-c3ccc(C)cc3)nc3n[nH]c(-c4ccc(F)cc4)c23)cc1OC | 9% | 3%
Cc1ccc(OCc2ccc(-c3nc(C#N)c(N4CCN(c5cccc(Cl)c5)CC4)o3)o2)cc1 | -7% | -16%
COc1ccccc1/C=C/c1nc(C#N)c(NCC(C)C)o1 | ? | ?
Cc1ccccc1-n1nnnc1C1(NC2CCCCC2)CCCC1 | -1% | -12%
CN(C)CCOC(=O)CCCCCCCCC(=O)OCCN(C)C | 2% | 0%
CC(C)NC(=O)CN(C)CC(O)COc1ccc(Cl)cc1 (centres undefined) | ? | -8%
Cc1ccc(Nc2ncc(C(=O)N3CCN(c4cccc(Cl)c4)CC3)c3ccccc23)cc1Cl | -15% | -28%
CCN(CCO)C(=S)Nc1cc(C)cc(C)c1 | 5% | -1%
CNC(=O)c1ccc(C(=O)O)cn1 | 3% | 4%
CCOc1ccc(CCNC(=O)CSc2nnnn2-c2ccccc2)cc1OCC | 9% | 28%
CCOC(=O)c1c(NC(=O)c2ccc(F)cc2)sc2c1CCC(CC)C2 (centres undefined) | -8%[57.5 µM] | 5%[57.5 µM]
CCc1ccc(NC(=O)CC2C(=O)N(c3cccc(C)c3)C(=O)N2Cc2cccc(OC)c2)cc1 (centres undefined) | 0%[57.5 µM] | 9%
Cc1nc2c3c(C)c(C)n(Cc4ccncc4)c3ncn2n1 | 4% | 2%
CCN(Cc1ccccc1)C(=O)CCNS(=O)(=O)c1ccc2c(c1)CC(C)N2C(C)=O (centres undefined) | 8% | -2%
COc1ccc(-c2cn3c(n2)sc2cc(C(=O)Nc4ccc(C)c(Cl)c4)ccc23)cc1 | -5%[57.5 µM] | 14%
COc1cccc(OC)c1C(=O)Nc1ccc(-c2nc3ncccc3o2)cc1 | 4% | -7%
COc1ccc(C(=O)Nc2ccc3oc(-c4cc(Cl)ccc4Cl)nc3c2)cc1Br | -10% | -2%
Cc1ccccc1CS(=O)Cc1ccc(F)cc1 (centres undefined) | -2% | -6%
Cc1cccc(C(=O)Nc2c(C(=O)NCc3ccc(Cl)cc3)sc3nc(C)cc(C)c23)c1 | -22% | -7%
CCOc1ccc2c(c1)c(C(C)=O)c(C)n2-c1ccccc1 | -11% | -15%
CC(CC#N)NCc1ccnc(N2CCCCC2)c1 (centres undefined) | -14% | -2%
COc1ccc(NC(=O)c2cc(-c3ccccc3O)on2)cc1OC | 9% | 17%
CCCCCCCC(=O)Nc1c(C)cc(C)cc1C | -10% | -2%
CCc1ccc2oc(C(=O)Nc3ccccc3OC)cc(=O)c2c1 | -10%[57.5 µM] | -9%[57.5 µM]
Cc1ncsc1C(=O)NCc1ccc(N2CCOCC2)nc1 | -1% | 5%
CCN(CC)C(=O)N1CCC(C(=O)NCC2(c3ccc(F)cc3)CC2)CC1 | 2% | -9%
CCc1ccc(CCC(=O)NC)cc1 | 4% | -4%
Cc1ccc(Cl)cc1NC(=O)CSC1=Nc2ccccc2C2=NC(Cc3ccccc3)C(=O)N12 (centres undefined) | 0% | ?
CC(C)Oc1ccc(CNC(=O)c2ccc3c(c2)nc2n3CCOC2)cc1 | 1% | -7%
CC(=O)N1CCCc2cc(S(=O)(=O)N3CCC(C(=O)N(Cc4ccccc4)C(C)C)CC3)ccc21 | -9% | 0%
CCOC(=O)C1=C(CN2CCN(c3ccccc3)CC2)NC(=O)NC1c1ccc(C)cc1 (centres undefined) | -11% | 8%
O=C(NC1(C(F)(F)F)C(=O)Nc2c1c(=O)[nH]c(=O)n2-c1ccc(Cl)cc1)c1ccco1 (centres undefined) | 4% | 5%
Cc1ccc(-n2ncc3c(Nc4cccc5c4CCCC5)ncnc32)cc1 | -2% | -13%

Reprinted at random: 2 records from the list, in no set order.
SMILES | UDG counter | AID inhibitor
CNC(=O)c1ccc(C(=O)O)cn1 | 3% | 4%
CC1=C(C(=O)Nc2cccnc2)C(c2ccc(F)cc2)n2nc(-c3cccc(C)c3)nc2N1 (centres undefined) | 9% | -2%

Next part:
SMILES | UDG counter | AID inhibitor
COc1cc2c(=O)c(S(=O)(=O)c3ccc(F)cc3)cn(Cc3ccc(Cl)cc3)c2cc1OC | -12% | -9%
CCCCn1c(C(C)NC(=O)c2ccccc2)nc2ccccc21 (centres undefined) | ? | -2%
O=C(Nc1cccc(Cl)c1Cl)c1cc(S(=O)(=O)N2CCC3(CC2)OCCO3)ccc1F | -7% | -4%
Cc1ccn2c(=O)c(C(=O)NC(C)c3ccccc3)c(O)nc2c1 (centres undefined) | -2% | -7%
Cc1c(CN(C)C(=O)Cn2nc(C(F)(F)F)c(Cl)c2C)cnn1C | 2% | -2%
CC(=O)c1cccc(NC(=O)c2ccc3c(c2)c(C)c(C)n3Cc2ccc(Cl)cc2)c1 | -8% | 2%
Cc1ccc(Cn2c(CCCNC(=O)c3ccco3)nc3ccccc32)cc1 | -15% | -1%
CCOC(=O)c1ccccc1NC(=O)CN1CCCN(Cc2cccc(OC)c2)S1(=O)=O | 0% | -5%
CCNc1c(NC(=O)Nc2ccc(F)cc2F)c(=O)oc2ccccc12 | 2% | 9%
Cc1ccc(-c2[nH]ncc2C=O)cc1C | -5% | -5%
CSc1nc(Nc2ccc(C)cc2C)cc(-c2ccccc2)n1 | -6% | ?
NS(=O)(=O)c1ccc(NC(=O)COc2ccc(S(=O)(=O)NC3CCCCC3)cc2)cc1 | 0% | 22%
Cc1ccc(CNC(=O)CC(C)S(=O)(=O)c2cc3c(cc2C)NC(=O)CO3)cc1 (centres undefined) | -13%[57.5 µM] | -18%
Cc1ccc2oc3c(c(=O)c2c1)C(c1cccc(O)c1)N(Cc1ccccc1Cl)C3=O (centres undefined) | -14% | 2%
C#CCN1C(=O)S/C(=C/c2cn(CC(=O)O)c3ccccc23)C1=O | 12% | 0%

Entries of single compounds, quoted from the list. Order of values: UDG counter | AID inhibitor
Cc1ccc2oc3c(c(=O)c2c1)C(c1cccc(O)c1)N(Cc1ccccc1Cl)C3=O (centres undefined) in the list: -14% | 2%
CCNc1c(NC(=O)Nc2ccc(F)cc2F)c(=O)oc2ccccc12 in the list: 2% | 9%
NS(=O)(=O)c1ccc(NC(=O)COc2ccc(S(=O)(=O)NC3CCCCC3)cc2)cc1 in the list: 0% | 22%
CCOC(=O)c1ccccc1NC(=O)CN1CCCN(Cc2cccc(OC)c2)S1(=O)=O in the list: 0% | -5%

Returning to the listing, starting two compounds before the break.
SMILES | UDG counter | AID inhibitor
Cc1ccc2oc3c(c(=O)c2c1)C(c1cccc(O)c1)N(Cc1ccccc1Cl)C3=O (centres undefined) | -14% | 2%
C#CCN1C(=O)S/C(=C/c2cn(CC(=O)O)c3ccccc23)C1=O | 12% | 0%
CCN1CCN(C(c2ccccc2)c2c(O)cc(C)n(CCOC)c2=O)CC1 (centres undefined) | 0% | 0%
NC(=O)c1cc2ccccc2nc1N | 3% | 4%
O=C(Cn1ncn2nc(-c3cccs3)cc2c1=O)N1CCCCCC1 | -4% | -13%
Cc1ccsc1CN(Cc1ccco1)C(=O)c1ccc(Cl)cc1 | -6%[57.5 µM] | ?
CC(OC(=O)c1cc(=O)c2ccccc2o1)C(=O)c1ccccc1 (centres undefined) | -8% | -11%
COc1ccc(-c2c(C(F)(F)F)oc3cc(OS(C)(=O)=O)ccc3c2=O)cc1OC | 3% | 7%
CCC(=O)C1=C(c2ccc(Cl)c(Cl)c2)N(C(=O)CC)n2cnnc2S1 | ? | 31%[activator]
Cc1cc(Sc2ccc(NC(=O)c3cccc(Cl)c3)cc2)c2ccccc2n1 | -4% | -10%
CC1CCN(c2nc3c(c(=O)n(Cc4ccccc4)c(=O)n3C)n2C)CC1 | -4% | -18%
C(=N\N=C1c2ccccc2-c2ccccc21)/c1c2ccccc2cc2ccccc12 | -4% | -1%
CCc1ccc2occ(CC(=O)NCc3ccccc3)c2c1 | -26% | -24%
COc1ccccc1NC(=O)CSc1nc2nccnc2c(=O)n1CCc1c[nH]c2ccccc12 | 4% | 1%
CC(C)(C)c1ccccc1NC(=O)CSc1nc(-c2cccs2)cc(C(F)(F)F)n1 | -2% | 0%
Cc1ccc(C)c(CN2C(=O)c3ccccc3S(=O)(=O)c3ccc(C(=O)N4CCCCC4)cc32)c1 | -9% | ?
Cn1c(=O)cc(OCC(=O)N2CCN(c3ccc(F)cc3)CC2)c2ccccc21 | -3% | -21%
O=C(N1CCCCC1)C12CC3CC(CC(Cl)(C3)C1)C2 | -2% | -14%
Cc1cc(C)n(-c2nc3cc(Cl)ccc3nc2N2CCN(c3cccc(C)c3C)CC2)n1 | -9% | -14%
CCN(CC)CCC12CC3CC(CC(C3)C1)C2 | -3% | 9%
O=C(Nc1ccccc1C(=O)O)c1cccc(S(=O)(=O)N2CCCC2)c1 | -6% | -14%
CCOc1ccc(NC(=O)CN2CCN(CC(=O)Nc3ccc(F)cc3F)CC2)cc1 | 36%[activator] | 5%
Cc1cc(C)cc(C(=O)Nc2ccc(Cl)cc2C(F)(F)F)c1 | 2% | 5%
Cc1ccc(C(=O)C(C)Sc2ccc3c(c2)OCCO3)cc1 (centres undefined) | -4% | -10%
N/C(=N/O)c1cccc(CN2CCOCC2)c1 | -1% | 2%
COc1ccc(/C=C\c2onc(C)c2S(=O)(=O)N2CCC(C(=O)Nc3ccc(F)cc3F)CC2)cc1 | 4%[57.5 µM] | 15%
Cc1ccc(C(=O)/C=C/c2cc(C)ccc2C)cc1 | 0% | -17%
CSc1ccccc1NC(=O)Nc1ccccc1Cl | 0% | 0%
COc1cccc(-n2c(-c3ccc(C)cc3)cc3c2CC(C)(C)CC3=O)c1 | -10% | -28%

Filtered by structure, the entries above containing a COOH group
SMILES | UDG counter | AID inhibitor
O=C(O)CCNS(=O)(=O)c1ccccc1Cl | 3% | 3%
CNC(=O)c1ccc(C(=O)O)cn1 | 3% | 4%
C#CCN1C(=O)S/C(=C/c2cn(CC(=O)O)c3ccccc23)C1=O | 12% | 0%
O=C(Nc1ccccc1C(=O)O)c1cccc(S(=O)(=O)N2CCCC2)c1 | -6% | -14%
